# Screening data from PubChem.
# BAP1 inh: blocks human BAP1 ubiquitin-AMC hydrolysis; Q92560; recombinant BAP1, Ub-AMC hydrolysis fluorescence kinetic; hits give low values; activity remaining (% of control), % at 20 µM; hit rate 0.48% among 72,000; AID 436;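 active = activity remaining at or below 50% of control, provided the compound also passes the data quality filters; inactive = the rest, including low values that fail the filters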;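 note: 100% = DMSO wells rate and 0% = substrate alone blank rate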
# Target sequence (Q92560 whole entry, looked up): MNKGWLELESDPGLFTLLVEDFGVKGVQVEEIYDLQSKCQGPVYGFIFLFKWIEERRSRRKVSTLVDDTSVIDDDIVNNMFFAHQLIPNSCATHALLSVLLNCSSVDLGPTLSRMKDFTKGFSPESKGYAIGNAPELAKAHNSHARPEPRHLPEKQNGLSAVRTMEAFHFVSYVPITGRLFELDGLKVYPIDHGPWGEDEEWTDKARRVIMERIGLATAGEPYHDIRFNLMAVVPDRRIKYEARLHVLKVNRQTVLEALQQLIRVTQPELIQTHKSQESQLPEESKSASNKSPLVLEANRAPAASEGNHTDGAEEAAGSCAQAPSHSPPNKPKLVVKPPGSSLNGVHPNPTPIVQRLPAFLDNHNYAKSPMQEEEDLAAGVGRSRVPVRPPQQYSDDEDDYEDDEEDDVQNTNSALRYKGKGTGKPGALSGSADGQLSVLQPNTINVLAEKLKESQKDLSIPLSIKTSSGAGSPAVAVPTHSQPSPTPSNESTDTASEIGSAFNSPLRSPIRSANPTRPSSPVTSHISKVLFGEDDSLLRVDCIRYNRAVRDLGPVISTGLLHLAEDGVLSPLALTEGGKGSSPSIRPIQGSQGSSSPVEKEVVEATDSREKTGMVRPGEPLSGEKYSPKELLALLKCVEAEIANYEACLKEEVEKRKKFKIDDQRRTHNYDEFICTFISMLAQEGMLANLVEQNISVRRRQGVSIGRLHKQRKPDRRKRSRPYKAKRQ
# HePTP inhibitor: inhibitors of human HePTP phosphatase | inhibition, % at 20 µM | hit rate 0.64% among 110,000 | recombinant HePTP phosphatase activity, OD absorbance | P35236; in the data active = inhibition above about 50%;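 note: plate controls were vehicle for no effect and reference inhibitor for full effect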
# Target sequence (P35236 whole entry, looked up): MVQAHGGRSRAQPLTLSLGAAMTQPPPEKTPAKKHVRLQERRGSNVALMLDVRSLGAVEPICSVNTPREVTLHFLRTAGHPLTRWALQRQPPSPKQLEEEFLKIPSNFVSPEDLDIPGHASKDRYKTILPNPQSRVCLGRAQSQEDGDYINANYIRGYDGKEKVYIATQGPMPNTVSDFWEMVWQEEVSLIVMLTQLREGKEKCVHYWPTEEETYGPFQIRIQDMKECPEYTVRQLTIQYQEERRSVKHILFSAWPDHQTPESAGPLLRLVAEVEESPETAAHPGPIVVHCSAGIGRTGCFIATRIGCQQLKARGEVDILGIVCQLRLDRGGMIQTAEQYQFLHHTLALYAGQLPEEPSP
# * = called active by the depositor; . = not tested or not shown; & = joins results of further samples.
smiles,BAP1 inh,HePTP inhibitor
CCOC(=O)/C(C#N)=C/c1ccc(O)cc1,.,4
COc1ccc(CC(=O)Nc2cc(C)cc(C)c2)cc1OC,.,-6
O=C(CN(c1ccc(F)cc1)S(=O)(=O)c1ccccc1)NCc1ccc(Cl)cc1,.,8
CCOc1ccc(C(=O)Nc2cccc(C)n2)cc1,76,0
Cc1ccc(NC(=O)Cc2ccc(F)cc2)cc1,.,0
COC(=O)c1ccc(C(=O)OC)c(NC(=O)CN2C(=O)c3ccccc3C2=O)c1,.,-3
CCNc1nc(NC(C)C)nc(N(C#N)C(C)C(=O)N(C)C)n1 (configuration not stated),65,3
Cn1ccnc1Sc1ccc([N+](=O)[O-])cc1,.,8
CC12c3ccccc3C(c3ccccc31)C1C(=O)N(c3ccc(I)cc3)C(=O)C12 (configuration not stated),.,2
COc1ccc(O)c(C=Nc2c(C)n(C)n(-c3ccccc3)c2=O)c1,83,.
O=C(Cn1c(NCCCO)nc2ccccc21)c1cccs1,98,4&-14
CCN(CC)CC(=O)Nc1sc2c(c1C(N)=O)CCCC2,.,1
O=C(NC1(C(F)(F)F)NC(=O)N(Cc2ccco2)C1=O)c1cccs1 (configuration not stated),102,-3
CCC(C(=O)NC1CCCC1)N(C(=O)Cn1nnc(-c2ccc(OC)c(OC)c2)n1)C1CCCCC1 (configuration not stated),75,7
COc1ccc(-c2cc(C(F)(F)F)n3ncc(C(=O)NCc4ccco4)c3n2)cc1,59,-3&10
COc1ccccc1NC(=O)CSC1=NC(=O)C(NC(C)=O)C(=O)N1 (configuration not stated),100,7
Cc1nc(SCC(=O)Nn2c(-c3ccccc3)nc3ccccc3c2=O)n[nH]1,52,5
COC(=O)c1ccccc1CCC(C)=O,96,-2
CC1(C)C(c2cccs2)=NC(c2ccccc2)N1O (configuration not stated),108,7
CCc1cc(C(=O)Cc2cnn(-c3ccccc3)c2)c(O)cc1O,45*,2
Cc1nc2cc(NC(=O)NCc3ccco3)ccc2o1,96,10
Fc1cccc(/C=N/N2CCN(Cc3cccc4ccccc34)CC2)c1,.,5
COc1ccc(/C=C/C(=O)Nc2ccccc2Cl)cc1OC,.,6
O=C1CSC(=O)N1c1cccc(O)c1,.,9
Cc1ccc(C2C(C(=O)c3cc4ccccc4o3)=C(O)C(=O)N2CCN2CCOCC2)o1 (configuration not stated),81,7
C(=N\Nc1nc(N2CCOCC2)nc(N2CCOCC2)n1)/c1ccccc1OCc1ccccc1,.,-9
O=c1c2cc(Cl)ccc2nc2ccc(N3CCCC3)nn12,76,6
Cc1ccc(C2=C/C(=C/c3cc4c(cc3Br)OCO4)C(=O)O2)cc1,.,-5
CC(=NCC1CCCO1)C1=C(O)CC(C)(C)CC1=O (configuration not stated),.,8
COc1ccc(C(CC(=O)N2CCOCC2)C(C)C)cc1 (configuration not stated),73,9
O=C(NCCCN1CCOCC1)c1coc2ccccc2c1=O,117,0
CC1=C(C(=O)OC(C)C)C(/C=C/c2ccccc2)NC(=O)N1 (configuration not stated),53,-7
CS(=O)(=O)N1CCC(C(=O)NCC2CCCO2)CC1 (configuration not stated),116,12
CC(=O)c1cccc(NC(=O)C2CCN(S(=O)(=O)c3c(C)n[nH]c3C)CC2)c1,85,4
COc1ccccc1S(=O)(=O)Cc1ccc(C(=O)NCc2cccnc2)o1,84,-7
Cc1cc(NC(=O)CSc2nnc(C3CC3)n2C)no1,102,9
COc1ccc(C(=O)C2CCN(C(=O)c3ccco3)CC2)cc1,114,8
N#CC1=C2SCN(Cc3ccccc3)CN2C(=O)CC1c1cccs1 (configuration not stated),91,14
CCc1ccc(N(CC(=O)Nc2ccc(OC)cc2OC)S(C)(=O)=O)cc1,99,11
Cc1sc2nc(SCC(=O)NCc3ccco3)n(CCc3ccccc3)c(=O)c2c1C,73,-4
Cc1ccccc1NC(=O)c1c(-c2ccccc2)noc1C,99,6
CN(C)c1ccc(CNC(=O)C(O)(c2ccc(Cl)cc2)c2ccc(Cl)cc2)cc1,.,3
COCCCNC(=O)CN(c1ccc(F)cc1)S(=O)(=O)c1ccccc1,.,4
CCOC(=O)c1c(NC(=O)CC2Sc3ccccc3NC2=O)sc(C)c1C (configuration not stated),.,0
C#Cc1c(C)n(-c2ccccc2)c2c(=O)n(Cc3ccccc3)cnc12,.,-17
CC(NC(=O)NC(=O)c1cccc([N+](=O)[O-])c1)C1CC1 (configuration not stated),.,-2
CCCn1c(SCC(N)=O)nnc1C(C)C,117,10
CCOC(=O)C1CCN(CC(O)COc2ccc(C(=O)CC)cc2)CC1 (configuration not stated),107,-6
Cc1cc(/C=N/Nc2ccc([N+](=O)[O-])cn2)c(C)n1-c1ccc(F)cc1,.,9
COC(=O)CC1SCCNC1=O (configuration not stated),103,-6
CC1=CC(=O)OC1Cc1ccncc1 (configuration not stated),92,2
COc1cc(C(=O)Nc2nccs2)ccc1OCc1c(C)noc1C,123,2
COc1cccc2c1CC/C(=C\c1ccccc1)C2=O,.,-5
COCCNC(=O)COC(=O)c1nsc(Cl)c1Cl,92,3
COCCCn1c(Cc2csc(Nc3cccc(Cl)c3)n2)nnc1SCC(=O)OC,71,19
Cn1c(NCc2cccc(Br)c2)nc2ccccc21,65,3
CCCCC(=O)Nc1ccc(NC(=O)CC)cc1OC,126,10
CC1CCN(S(=O)(=O)c2ccc3c(c2)oc(=O)n3CC(=O)N2c3ccccc3CC2C)CC1 (configuration not stated),64,2
O=C(c1cc2ccccc2oc1=O)N1CCN(Cc2ccc3c(c2)OCO3)CC1,76,6
CCSc1nc2ccc(NC(=O)c3ccccc3C(=O)N3CCOCC3)cc2s1,.,-6

# As entered above.
# In HePTP inhibitor, COc1cc(C(=O)Nc2nccs2)ccc1OCc1c(C)noc1C has 2
# In HePTP inhibitor, COCCCNC(=O)CN(c1ccc(F)cc1)S(=O)(=O)c1ccccc1 has 4
# In HePTP inhibitor, CCSc1nc2ccc(NC(=O)c3ccccc3C(=O)N3CCOCC3)cc2s1 has -6

# Further entries follow:
Molecule | BAP1 inh | HePTP inhibitor
O=C(CCc1ccccc1)ONC(=O)c1ccc(Cl)cc1 | . | -4
COc1ccc(C(=O)NCC2(c3ccc(OC)c(OC)c3)CCCCC2)c(OC)c1 | . | -4
CCOc1ccc(N=C2c3ccc([N+](=O)[O-])cc3C(=O)C2C(C)=O)cc1 (configuration not stated) | . | -5
Cc1ccc(C23CC4CC(CC(C4)C2)C3)cc1NC(=O)c1ccccc1 | 108 | .
COc1cccc(-c2nc(=S)c3c(n2CCCO)CCCC3)c1 | 63 | -14
COc1ccc(C(=O)CC(=O)C(C)(C)C)cc1 | . | 4
COc1ccc(N2CCN(C(=O)CN3C(=O)c4ccccc4S3(=O)=O)CC2)cc1 | 75 | 10
COc1ccc(C(=O)Oc2ccc3c(c2)C(C)=CC(C)(C)N3)cc1 | . | 4
O=C(Nc1cc(NC(=O)C2CCCCC2)cc(-c2nc3ccccc3[nH]2)c1)C1CCCCC1 | 118 | .
COc1ccc(NC(=O)CSc2nnc(Cn3c(=O)sc4ccccc43)n2C)c(OC)c1 | 95 | -8
CC(C)OCCCNC(=O)c1ccc(NC(=O)C2CCCO2)cc1 (configuration not stated) | . | 7
Cc1nc2ccccn2c1C(=O)NC1CCCCC1 | 103 | 6&-13
COc1ccc(-c2noc(COc3ccc4ccccc4c3Br)n2)cc1OC | 90 | 13
COc1cc(OC)c(NC(=O)Nc2ccc(OC)c(OC)c2)cc1Cl | 69 | 2
Cc1cc(F)ccc1NCc1ccncc1 | 96 | 2&8
Cc1nn2c3ccccc3nc2n(Cc2ccccc2)c1=O | 109 | 6
CCC(C)(C)NC(=O)C(c1cccn1C)N(C(=O)Cn1nnc2ccccc21)c1ccc(OC)cc1 (configuration not stated) | 90 | 8
COc1cc(CN2CCN(S(=O)(=O)c3ccc(NC(C)=O)cc3)CC2)cc(OC)c1O | 100 | 6
Cn1/c(=N/N=C/c2cc(Br)ccc2O)sc2ccccc21 | . | 4
Cc1[nH]n2c(=O)cc(C(C)(C)C)nc2c1-c1ccccc1 | 63 | 11
CCCCC1CCC(C(=O)Nc2nc3ccccc3n2C)CC1 (configuration not stated) | . | -15
Cc1ccc(C(C)C)c(OCCNC(=O)c2cccs2)c1 | . | 2
Cc1cccc2cc3c(NC(=O)C(C)C)nn(C)c3nc12 | 69 | -10
COC(=O)c1cc(NC(=O)c2cccc(OC(C)C)c2)cc(C(=O)OC)c1 | . | 5
Cc1ccc(NC(=O)c2cccc(F)c2)c(C)c1 | . | 1
O=C(Nc1ccc2c(c1)oc1ccccc12)c1ccc([N+](=O)[O-])cc1 | . | -1
CC(C)CCNC(=O)CCn1nc(-c2ccccc2)ccc1=O | 92 | 2
COc1cccc(-n2c(SCC(=O)Nc3cc(C)on3)nc3ccccc3c2=O)c1 | 104 | 0
CCOc1ccc(NC(=O)/C=C/c2ccc([N+](=O)[O-])cc2)cc1 | . | 9
O=C(NCC(c1cccnc1)N1CCOCC1)c1cccs1 (configuration not stated) | 109 | -10

# Three entries from above, sorted by their value in HePTP inhibitor, smallest number first.
structure | BAP1 inh | HePTP inhibitor
O=C(NCCCN1CCOCC1)c1coc2ccccc2c1=O | 117 | 0
CC(=O)c1cccc(NC(=O)C2CCN(S(=O)(=O)c3c(C)n[nH]c3C)CC2)c1 | 85 | 4
COCCCn1c(Cc2csc(Nc3cccc(Cl)c3)n2)nnc1SCC(=O)OC | 71 | 19

# Full records, looked up by structure. Order of screens: BAP1 inh	HePTP inhibitor
# `COC(=O)c1cc(NC(=O)c2cccc(OC(C)C)c2)cc(C(=O)OC)c1` across the screens: .	5
# `Cc1ccc(C(C)C)c(OCCNC(=O)c2cccs2)c1` across the screens: .	2

# Random excerpt: four compounds from above, in no set order.
Molecule | BAP1 inh | HePTP inhibitor
O=C(NCC(c1cccnc1)N1CCOCC1)c1cccs1 (configuration not stated) | 109 | -10
CCOc1ccc(NC(=O)/C=C/c2ccc([N+](=O)[O-])cc2)cc1 | . | 9
Cc1ccc(C(C)C)c(OCCNC(=O)c2cccs2)c1 | . | 2
COC(=O)c1cc(NC(=O)c2cccc(OC(C)C)c2)cc(C(=O)OC)c1 | . | 5

# Next part.
Molecule | BAP1 inh | HePTP inhibitor
CCOC(=O)C1=C(C)N=c2s/c(=C\c3ccc(N(CC)CC)o3)c(=O)n2C1c1ccc(OC)c(OC)c1 (configuration not stated) | . | 7
O=C(NCCCn1ccnc1)c1cc(C2CC2)on1 | 90 | 1
COc1ccc(CCC(=O)NCCC(c2ccccc2)c2ccccc2)cc1 | . | 2
Cc1ccc(OCC(=O)Nc2cc(Cl)cc(Cl)c2)cc1C | . | 8
COc1ccccc1-n1c(O)c(C=C2C=Nc3ccccc32)c(=O)[nH]c1=S | . | 4
CSc1nc(C)c(Cl)c(C)c1C#N | 92 | 1
N#Cc1cccc(N=c2oc3ccc(Br)cc3cc2C(=O)Nc2ccccc2)c1 | 79 | .
CCOC(=O)c1c(NC(=O)c2cncc(Br)c2)sc2c1CCC2 | . | -1
CC(=O)Nc1ccc(Nc2nc3ccccc3nc2NS(=O)(=O)c2ccc(Cl)cc2)cc1 | . | -9
O=C(Nc1ccc(Br)c(Cl)c1)c1ccccc1Cl | . | 3
CCCCS(=N)(=O)CC[C@H](N)C(=O)O (some centres not stated) | 104 | .
CCCN(CCC)C(=O)c1c(NC(=O)c2ccccc2Cl)sc2c1CCCC2 | . | 5
O=C(/C=C/c1cccc(C(F)(F)F)c1)Nc1cccc(Br)c1 | . | 1
Cc1ccc(NC(=O)C2CCCN2C(=O)Oc2ccccc2)cc1 (configuration not stated) | 98 | -7
CC1=C/C(=N/S(=O)(=O)c2ccc(C)cc2)C=C(Cl)C1=O | . | -2
CC(=O)Nc1cc2nn(-c3ccccc3)nc2cc1Cl | . | 5
O=S1CCCSC1c1cccnc1 (configuration not stated) | 146 | -3
N#C/C(=C(\O)c1ccco1)c1ccccn1 | 92 | -8
Cc1ccc(Cl)cc1N1CCN(S(=O)(=O)c2c(C)[nH]c(=O)[nH]c2=O)CC1 | 71 | 11
Cn1c(=O)n(C)c2cc(NC(=O)CSc3nnc(-c4ccccc4O)n3-c3ccccc3)ccc21 | 144 | -10
COc1ccc(/C=C2\SC(=O)N(CCc3nnc(N)s3)C2=O)cc1 | . | 7
CCC(NC(=O)c1ccccc1O)c1ccccc1 (configuration not stated) | 115 | 4
CCC(=O)Nc1cccc(NC(=O)CSc2nnnn2C)c1 | 102 | 8
CCCCOc1ccc(NC(=O)c2cncc(Br)c2)cc1 | . | -8
Cn1nc(CC(=O)Nc2ccc3c(c2)CCC3)c2ccccc2c1=O | 108 | 8
CSc1nnc(NC(=O)C2CCCCC2)s1 | 87 | -4
CC1CN(c2ccc([N+](=O)[O-])cc2)CCN1S(C)(=O)=O (configuration not stated) | . | 5
C[C@H](NC(=O)/C(C#N)=C/c1ccc(O)c(O)c1)c1ccccc1 | 96 | .
N#CC1=C(N)Oc2c(ccc3cccnc23)C1c1ccc(Cl)cc1Cl (configuration not stated) | . | -5
O=C(c1ccccc1)N1CCN(CCN2C(=O)c3cccc4cccc(c34)C2=O)CC1 | . | -11
COc1ccc(/C(N)=N/OC(=O)c2cccc([N+](=O)[O-])c2C)cc1 | . | -16
COc1ccc(C)cc1NC(=O)/C=C/c1ccc(Cl)cc1Cl | . | 8
O=c1c2ccccc2c(-c2ccccc2)nn1Cc1cccc(Br)c1 | . | 2
CCOC(=O)N1CCN(C(=O)CSc2nnc(-c3cccc(Cl)c3)o2)CC1 | 102 | 5
Cc1ccc(C(=O)NCCNc2ccc([N+](=O)[O-])cc2)cc1 | . | 5
COc1ccc(C(=O)NC2CC(C)(C)NC(C)(C)C2)cc1OC | . | 6
O=C(Cn1c(=O)[nH]n(-c2ccccc2)c1=O)N1CCCc2ccccc21 | 97 | 8
O=C(COC(=O)c1ccccc1O)Nc1ccc(OC(F)F)cc1 | 92 | -8
CCCOc1ccc(-c2ccc(-c3nc(-c4cc(OC)c(OC)c(OC)c4)no3)cc2)cc1 | . | 4
COC(=O)Cc1c(C)nc2nc(-c3ccccc3)[nH]n2c1=O | 119 | -3
Cc1ccc(NC(=O)CN(C)C(=O)CN2C(=O)NC(C)(c3ccccc3)C2=O)cc1 (configuration not stated) | 150 | 4
